Compound activity as filed in PubChem BioAssay.
OX1R antag-1: human HCRTR1 antagonism | O43613 | CHO/OX1R cells, Fluo-8 calcium fluorescence, orexin A | inhibition, % at 5 µM | 330,000 tested, 0.43% active | AID 434989;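 active = inhibition above its plate's threshold, mean inhibition of all tested compounds on the plate plus 3 SD, cut at about 37% in these data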;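 note: 0% = orexin A challenge wells and 100% = SB-334867-A antagonist wells; not every result past the cut was called active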
Target sequence (O43613 whole entry, looked up): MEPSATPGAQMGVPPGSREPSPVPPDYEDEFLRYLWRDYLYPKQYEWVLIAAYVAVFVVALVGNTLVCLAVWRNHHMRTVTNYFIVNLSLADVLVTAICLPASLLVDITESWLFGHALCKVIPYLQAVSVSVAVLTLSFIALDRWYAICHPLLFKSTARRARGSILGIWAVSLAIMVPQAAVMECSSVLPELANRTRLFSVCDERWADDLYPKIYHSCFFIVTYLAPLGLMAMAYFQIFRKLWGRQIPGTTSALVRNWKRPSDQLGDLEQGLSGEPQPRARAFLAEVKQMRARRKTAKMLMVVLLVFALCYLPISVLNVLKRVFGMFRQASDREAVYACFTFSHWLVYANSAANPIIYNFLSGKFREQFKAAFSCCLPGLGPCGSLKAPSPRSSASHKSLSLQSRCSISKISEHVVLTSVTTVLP
OX1R antag-2: antagonists of human orexin 1 receptor (OX1R); O43613; OX1R-expressing cells, FRET antagonist read-out; inhibition, % at 6.6 µM; 330,000 tested, 1.8% active; AID 485270; in the data active = inhibition mostly above about 38%, no sharp cut-off; inactive = mostly below about 40%;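 note: 0% = agonist challenge alone and 100% = reference antagonist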
Active calls of the source: *. Random draw from the library, and some 2.1% of all compounds hit somewhere here.

SMILES	OX1R antag-1	OX1R antag-2
CCN(C[C@H]1N[C@@](Cc2ccccc2)(C(=O)OC)[C@H]2C(=O)N(Cc3ccccc3)C(=O)[C@@H]12)C(C)=O	-9	7
CCN(C(=O)COc1ccc(C)nc1[N+](=O)[O-])C1CCS(=O)(=O)C1 (configuration not stated)	-5	19
Cc1ccc2cc(/C=N/NC(=O)[C@@H]3CCCN3)c(Cl)nc2c1	-12	50
CN(Cc1ccccc1)S(=O)(=O)c1ccc(N2CCCC2=O)cc1	8	0
CCOC(=O)C1(Cc2ccc(OC)cc2)CCN(C(=O)c2cc(C)nn2C)CC1	3	9
COc1cc(O)c(CC=C(C)C)c(O)c1C(=O)CCc1ccc(O)cc1	36	9
CCN(CC(=O)Nc1c(F)cccc1F)C(=O)CNC(=O)C1CCCCC1	-2	18
O=C(CSc1ccccc1)NCC1(N2CCCCC2)CCCCC1	-34	10
O=C(CCc1ccccc1)Nc1ccnn1C1CCN(Cc2ncc[nH]2)CC1	-7	12
COc1cc(C=NNC(=O)c2ccc(NS(=O)(=O)c3cccs3)cc2)cc(Br)c1O	-27	10
Cc1cccc(NC(=O)CSc2nnc(CNC(=O)c3ccco3)n2C)c1C	-2	20
COC(=O)C1=C(C)NC(=O)NC1c1c(O)ccc2ccccc12 (configuration not stated)	-11	3
O=c1nccc(N/N=C/c2cccc(O)c2)[nH]1	-10	1
COc1ccccc1S(=O)(=O)Cc1ccc(C(=O)NCc2ccccc2)o1	-28	10
O=C(c1cc2ccccc2oc1=O)N1CCCCCCC1	7	14
CCCN1C(=O)c2ccccc2NC1c1ccc(Cl)cc1 (configuration not stated)	-28	-10
COc1ccc(Cn2c(-c3ccc(OC)cc3)n[nH]c2=S)cc1	-19	19
CCCOc1ccc(C(=O)NCC(C)(C)N2CCOCC2)cc1	-8	21
CCOC(=O)CC1CCCCN1Cc1nc(-c2ccc(F)c(OC)c2)oc1C (configuration not stated)	-40	16
C/C(N)=C(/C#N)C(=O)COC(=O)C(c1ccccc1)c1ccccc1	-28	11
CSCC[C@H](NC(=O)NCc1cccs1)C(=O)O	-7	7
Cc1cccc(C(=O)OCC(=O)N(C)CC(=O)Nc2ccc(Cl)c(C(F)(F)F)c2)c1	3	10
CC(C)(C)OC(=O)N1CCCC1C(=O)NCCc1ccccc1 (configuration not stated)	-24	12
Cc1ccc(S(=O)(=O)N2CCN(CC(=O)N(CC(C)C)c3c(N)n(CC(C)C)c(=O)[nH]c3=O)CC2)c(C)c1	-5	24
CCn1cc(C(=O)N[C@@H](C)C(=O)NCCO)c(=O)c2cc3c(cc21)OCO3	-5	10

Next part; the last two above are carried over.
SMILES	OX1R antag-1	OX1R antag-2
Cc1ccc(S(=O)(=O)N2CCN(CC(=O)N(CC(C)C)c3c(N)n(CC(C)C)c(=O)[nH]c3=O)CC2)c(C)c1	-5	24
CCn1cc(C(=O)N[C@@H](C)C(=O)NCCO)c(=O)c2cc3c(cc21)OCO3	-5	10
CCC(C)c1ccccc1NC(=O)COc1ccc(-n2cnnn2)cc1 (configuration not stated)	-36	3
CCn1c(=O)c(C(=O)Nc2ccccc2C)c(O)c2ccccc21	-6	8
COc1cccc(NC(=O)NC2CCCCC2C)c1 (configuration not stated)	-4	21
COc1ccc(CCN2CCCC(CN(C)Cc3cc(OC)ccc3OC)C2)cc1 (configuration not stated)	-29	0
CC(CCc1ccccc1)NCc1cccc2ccccc12 (configuration not stated)	-20	-10
Cc1cc(-c2n[nH]c(=S)n2/N=C/c2c[nH]c3ccccc23)n[nH]1	-11	15
COc1ccc(N(CC(=O)N/N=C/c2ccc(-c3ccc([N+](=O)[O-])cc3)o2)S(=O)(=O)c2ccc(C)cc2)cc1Cl	-1	23
Nc1nnc(-c2ccncc2)s1	-2	11
CC(C)Cc1nnc(NC(=O)c2ccc3c(c2)NC(=O)C(C)S3)s1 (configuration not stated)	-14	22
Cc1c(C(=O)N2CCc3ccccc3C2)sc2nc(-c3ccccc3)cn12	-44	25
COc1ccc(OC)c(/C=N/NC(=O)c2cc[n+](Cc3ccccc3)cc2)c1	-12	108*
COc1ccc(OC)c(C2=NOC(C(=O)Nc3ccc4c(c3)OCCO4)C2)c1 (configuration not stated)	-22	19
Cc1ccccc1S(=O)(=O)NC1OC(=O)C(Cl)=C1Cl (configuration not stated)	-7	5
COc1cc2nc(SCc3ccc(Cl)cc3Cl)n(Cc3cccs3)c(=N)c2cc1OC	-28	19
COc1ccc(CCN2CC(C(=O)NCCCn3nc(C)cc3C)CCC2=O)cc1 (configuration not stated)	-13	7
O=C(NC(=S)Nc1ccccc1C(=O)O)c1ccc(-c2ccc(Br)cc2)o1	-23	-3
O=C(Nc1cccc(S(=O)(=O)N2CCCCC2)c1)C1CCCC1	5	5
N#CCC(=O)Nc1sc2c(c1C(N)=O)CCCC2	-19	7
Cc1cccc(/C=N/NC(=O)Cc2cccs2)c1	-26	-1
COc1ccc(N2C(=O)CCC(C(=O)N3CCCCCC3)C2c2ccc(OC)c(OC)c2)cc1 (configuration not stated)	-19	11
CCOC(=O)N1CCN(C(=O)C2CCN(S(=O)(=O)c3ccc(F)cc3)CC2)CC1	2	9
CCN(CC)C(=O)CSc1nnc(-c2cc3ccccc3cc2O)n1CC	-17	20
COc1ccc(Cc2nnc(SCc3nc4ccccc4c(=O)[nH]3)o2)cc1	-9	12
O=C(CSc1nnc(CNc2ccc(F)cc2)o1)N1c2ccccc2Sc2ccccc21	-13	22
C=CCN(CC=C)CCOc1cccc(Oc2ccccc2)c1	-22	18

(more compounds)
SMILES	OX1R antag-1	OX1R antag-2
N#C/C(=C\c1ccc(OCc2ccc(Br)cc2)cc1)C(=O)Nc1cccc(C(=O)O)c1	6	7
COc1ccc(C(=O)Nc2cccc(-c3nnc(-c4ccco4)o3)c2)cc1	-31	19
Cc1nc(NCC2CCCO2)[nH]c(=O)c1CCC(C)C (configuration not stated)	-19	23
O=C(Nc1ccccc1C(=O)N1CCCC1)C1CCN(c2ncccn2)CC1	-12	19
COc1ccccc1N1CCN(C(=O)c2cc3c(=O)n4cccc(C)c4nc3s2)CC1	-19	11
CCN1C(=O)CC(c2ccccc2)CC1=O	-6	18
CCOc1ccc(NC(=O)C(CC)n2nc(C)c3c(C)n(-c4ccccc4)nc3c2=O)cc1 (configuration not stated)	-33	-2
Cc1nc(-c2cccc(Cl)c2)n[nH]1	1	6
COc1ccccc1NC(=O)CN1C(=O)COc2ccc(S(=O)(=O)N3CCOCC3)cc21	-39	13
CCOC(=O)N1CCN(Cc2cn[nH]c2-c2cc3ccccc3o2)CC1	-29	18
COc1ccc(Nc2c([N+](=O)[O-])ccc3c2=NC2(CCCCC2)N=3)cc1	-33	36
Cc1cccc(C)c1NC(=O)CS(=O)CC(=O)Nc1ccc(F)cc1F (configuration not stated)	-27	3
Nc1ccc(C(=O)N2CCN(S(=O)(=O)c3ccc(Br)cc3)CC2)cc1[N+](=O)[O-]	-37	18
COc1cccc(NC(=O)C2C3C=CC4(O3)C2C(=O)N(CCCN2CCCCC2)C4C(=O)NC2CCCCC2)c1 (configuration not stated)	-19	17
CSCCC(NC(=O)c1cccc(S(=O)(=O)N2CCOCC2)c1)C(=O)Nc1ccc(F)cc1 (configuration not stated)	-23	15
Cc1noc(C)c1S(=O)(=O)Nc1ccc2c(c1)C(=O)N([C@H](C)CO)C[C@H](C)[C@@H](CN(C)C(=O)Nc1ccc3c(c1)OCO3)O2	10	5
O=C(O)CN1C(=O)NC2(CCOc3ccccc32)C1=O (configuration not stated)	-5	6
COCCNC(=O)c1cc(-c2ccc(Cl)c(Cl)c2)on1	-21	0
Cc1cc([N+](=O)[O-])cc2c1NC(=O)C2(O)N1CCOCC1 (configuration not stated)	-14	41
O=C(CNC1CCCCCC1)Nc1ccccc1N1CCOCC1	-18	16
O=C(COC(=O)/C=C/c1ccc([N+](=O)[O-])cc1)NC(c1ccccc1)c1ccccc1	6	26
COc1cc(/C=N/NC(N)=O)ccc1OC(=O)c1ccco1	-23	-2
CC(C)CN(C(=O)COC(=O)CSc1ccccc1F)c1c(N)n(Cc2ccccc2)c(=O)[nH]c1=O	-20	7
Cc1ccc(SC2CC(=O)N(c3ccc4c(c3)OCCO4)C2=O)cc1 (configuration not stated)	-18	2
Cc1ccc(-c2nnn(CC(=O)NC3CC4CCC3C4)n2)cc1 (configuration not stated)	-4	21

Next section.
SMILES	OX1R antag-1	OX1R antag-2
Cc1cc(C(=O)CSc2nc3ccc(Cl)cc3[nH]2)c(C)n1Cc1ccco1	-19	45*
COc1ccc(CN(CC(=O)NCc2ccc(F)cc2)C(=O)CCC(=O)Nc2ccccn2)cc1	-30	13
CCOC(=O)C1=NNC(C(=O)c2ccccc2)C1c1ccc(OC)cc1 (configuration not stated)	-9	26
NS(=O)(=O)c1ccc(CCNS(=O)(=O)c2cccc3nsnc23)cc1	10	28
Cc1ccsc1/C=N/NC(=O)CNC(=O)c1ccco1	-7	33
O=C(CCc1ccc(S(=O)(=O)NC2CCCCC2)cc1)NCc1ccc(Cl)cc1	-9	39
Cc1c(C)[n+](=O)c(-c2ccco2)c(C)n1[O-]	0	12
COCc1cc(=O)[nH]c(-c2ccc(C(F)(F)F)cc2)n1	-5	6
CCOC(=O)c1c(C)nc(C)c(C(=O)OCC)c1-c1ccco1	-9	6
CCOC(=O)C1=CNS(=O)(=O)NC1c1ccc(OC(C)=O)cc1 (configuration not stated)	1	0
Cc1ccc(NC(=O)NCCCl)cc1S(=O)(=O)N1CCOCC1	-13	16
COc1ccc(N2C(=O)c3ccc(C(=O)OC(C)C)cc3C2=O)cc1	-10	27
COC(=O)C1=C(C)N(Cc2ccccc2)C(=NCCc2cccnc2)N[C@H]1c1ccccc1	-18	27
C=CCN1C(=O)C(Cc2ccc(F)cc2)S/C1=N/N=C/c1cccs1 (configuration not stated)	-28	32
CCc1ccc(-c2nnn(CCC#N)n2)cc1	-19	12

19 entries already listed, ordered by length of the SMILES, falling.
SMILES	OX1R antag-1	OX1R antag-2
Cc1noc(C)c1S(=O)(=O)Nc1ccc2c(c1)C(=O)N([C@H](C)CO)C[C@H](C)[C@@H](CN(C)C(=O)Nc1ccc3c(c1)OCO3)O2	10	5
COc1cccc(NC(=O)C2C3C=CC4(O3)C2C(=O)N(CCCN2CCCCC2)C4C(=O)NC2CCCCC2)c1 (configuration not stated)	-19	17
CC(C)CN(C(=O)COC(=O)CSc1ccccc1F)c1c(N)n(Cc2ccccc2)c(=O)[nH]c1=O	-20	7
O=C(COC(=O)/C=C/c1ccc([N+](=O)[O-])cc1)NC(c1ccccc1)c1ccccc1	6	26
CSCCC(NC(=O)c1cccc(S(=O)(=O)N2CCOCC2)c1)C(=O)Nc1ccc(F)cc1 (configuration not stated)	-23	15
COc1ccc(CN(CC(=O)NCc2ccc(F)cc2)C(=O)CCC(=O)Nc2ccccn2)cc1	-30	13
O=C(CCc1ccc(S(=O)(=O)NC2CCCCC2)cc1)NCc1ccc(Cl)cc1	-9	39
Cc1cc(C(=O)CSc2nc3ccc(Cl)cc3[nH]2)c(C)n1Cc1ccco1	-19	45*
NS(=O)(=O)c1ccc(CCNS(=O)(=O)c2cccc3nsnc23)cc1	10	28
COc1ccc(N2C(=O)c3ccc(C(=O)OC(C)C)cc3C2=O)cc1	-10	27
CCOC(=O)C1=NNC(C(=O)c2ccccc2)C1c1ccc(OC)cc1 (configuration not stated)	-9	26
CCOC(=O)C1=CNS(=O)(=O)NC1c1ccc(OC(C)=O)cc1 (configuration not stated)	1	0
CCOC(=O)c1c(C)nc(C)c(C(=O)OCC)c1-c1ccco1	-9	6
Cc1ccc(-c2nnn(CC(=O)NC3CC4CCC3C4)n2)cc1 (configuration not stated)	-4	21
COc1cc(/C=N/NC(N)=O)ccc1OC(=O)c1ccco1	-23	-2
Cc1c(C)[n+](=O)c(-c2ccco2)c(C)n1[O-]	0	12
O=C(O)CN1C(=O)NC2(CCOc3ccccc32)C1=O (configuration not stated)	-5	6
Cc1ccsc1/C=N/NC(=O)CNC(=O)c1ccco1	-7	33
CCc1ccc(-c2nnn(CCC#N)n2)cc1	-19	12
